Bioassay records as filed in PubChem.
PDI turbidity = inhibitors of human PDI, primary screen, biochemical, turbidity, single point, plate reader | actives 0.052% (n = 350,000) | inhibition, % at 10 µM | Protein disulfide-isomerase (Homo sapiens), P07237 | PDI insulin aggregation turbidity, A650, 90 min | AID 588391, 2011;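 active means mean inhibition across replicates of 30% or more, whatever share of single replicates reach that level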;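 further: absorbance from insulin aggregation driven by PDI reduction with DTT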
Target sequence (P07237 whole entry, looked up): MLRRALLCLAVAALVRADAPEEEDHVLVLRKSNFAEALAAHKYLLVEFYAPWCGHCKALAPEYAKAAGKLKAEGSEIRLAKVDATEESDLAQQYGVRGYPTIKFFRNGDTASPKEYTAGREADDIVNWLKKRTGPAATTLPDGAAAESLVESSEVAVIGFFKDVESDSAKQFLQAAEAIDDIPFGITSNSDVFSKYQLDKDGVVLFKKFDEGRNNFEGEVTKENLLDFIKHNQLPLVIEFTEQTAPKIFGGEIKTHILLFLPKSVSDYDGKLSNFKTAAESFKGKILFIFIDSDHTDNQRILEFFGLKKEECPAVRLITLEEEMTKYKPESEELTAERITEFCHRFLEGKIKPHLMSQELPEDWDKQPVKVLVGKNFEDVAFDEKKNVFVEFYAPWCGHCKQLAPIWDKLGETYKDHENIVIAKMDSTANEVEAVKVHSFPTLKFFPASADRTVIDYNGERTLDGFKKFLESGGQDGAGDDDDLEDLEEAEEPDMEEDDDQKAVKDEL
H9c2 protect = cardioprotection against H2O2-induced cell death, primary screen, uHTS, H9c2 cells, ATPLite luminescence | actives 0.63% (n = 360,000) | H9c2 cardiomyocytes, H2O2 injury protection, 2 h | AID 588492, 2011 | protection from H2O2 cell death, % at 20 µM;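 active means compounds giving at least 50% protection of heart cells from peroxide-induced death in the single-dose screen, raw or plate-pattern-corrected value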;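 further: 0% = DMSO wells with peroxide and 100% = DMSO wells without peroxide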
MC4R antag cAMP = MC4R antagonists of cAMP signaling, primary screen, cell-based, TR-FRET, antagonist arm of biased-ligand search; MC4R-expressing cells, MTII-stimulated cAMP, LANCE TR-FRET; inhibition, % at 6.5 µM; actives 0.48% (n = 360,000); AID 540295, 2011;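 active means inhibition above its plate's cutoff, the mean of tested wells on that plate plus 3 SD, cut at about 29% in these data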;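 further: 0% = Melanotan II alone and 100% = Melanotan II plus saturating MCL0020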
Target sequence (P32245 whole entry, looked up): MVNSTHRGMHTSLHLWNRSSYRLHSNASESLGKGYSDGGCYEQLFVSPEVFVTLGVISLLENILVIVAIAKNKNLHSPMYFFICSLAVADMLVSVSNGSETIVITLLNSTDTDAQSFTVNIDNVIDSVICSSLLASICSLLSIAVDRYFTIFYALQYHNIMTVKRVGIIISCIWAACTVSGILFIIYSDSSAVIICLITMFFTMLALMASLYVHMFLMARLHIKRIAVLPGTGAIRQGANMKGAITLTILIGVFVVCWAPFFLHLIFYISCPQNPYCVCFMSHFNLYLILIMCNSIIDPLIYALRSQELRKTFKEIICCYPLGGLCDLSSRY
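System: U2OS cells stably expressing human melanocortin 4 receptor (MC4R). Reagent: Melanotan II challenge after compound preincubation. Doses: 6.5 µM. Times: 30-min compound, 1-h challenge, 1-h detection, room temperature. Measured by: TR-FRET with Eu-cAMP and labeled anti-cAMP, 671 nm. Replicates: singlicate.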
CaV13 ICDI inh = Disruptors of the CACNA1D IQ motif to Ca2+-dependent inactivation inhibitor domain association, primary screening, Förster resonance energy transfer in intact living …; HEK cells, CFP/YFP FRET ICDI-IQ, plate reader, 10 min; percent FRET-ratio fall versus neutral wells; inhibition, % at 12.3 µM; actives 0.098% (n = 340,000); AID 743397;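 active means mean replicate inhibition of at least 30% and at least 1% of replicates passing that level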;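 further: 0% = median of the neutral control wells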
m5-HT2A agonist = mouse Htr2a agonists via beta-arrestin recruitment, primary screen, cell-based, luminescence; 5-hydroxytryptamine receptor 2A (Mus musculus), P35363; CHO-K1 mHTR2A beta-arrestin complementation; percent of 30 µM serotonin response; activation, % at 7.6 µM; actives 0.66% (n = 360,000); AID 624169, 2012;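 active means activation above a run cutoff, the mean activation of all tested compounds plus 3 SD, cut at about 14% in these data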;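 further: 0% = plate median of compound wells and 100% = 30 µM serotonin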
MC4R ag barr = MC4R agonists recruiting beta-arrestin, primary screen, cell-based, luminescence, agonist arm of biased-ligand search; activation, % at 8.9 µM; actives 0.98% (n = 360,000); AID 540308, 2011; U2OS MC4R beta-arrestin complementation; percent of melanotan II response, DMSO zero; Melanocortin receptor 4 (Homo sapiens), P32245;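 active means activation above a per-plate cutoff, the mean activation of sample wells on that plate plus 3 SD, cut at about 8% in these data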
ABCB6 inh 2 = ABCB6 transporter inhibitors, primary screen, K562-ABCB6 cells, flow cytometry, MLPCN library | K562-ABCB6 porphyrin accumulation, 1 h; hits give low values | fluorescence ratio to DMSO, % at 10 µM | ATP-binding cassette sub-family B member 6 (Homo sapiens), Q9NP58 | actives 0.19% (n = 360,000);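 active means fluorescence ratio to DMSO below 75%, the collection mean minus 3 SD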;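 further: signal is porphyrin accumulated inside mitochondria; 100% equals median channel fluorescence of DMSO control wells; lower ratio means ABCB6 inhibition with less porphyrin fluorescence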
aDG glyco up = activators of alpha-DG glycosylation, primary screen, uHTS, Pro5-aDG cells, AlphaScreen; alpha-DG glycosylation AlphaScreen (IIH6); 0% Pro5, 100% B10-LARGE cell signal; actives 0.22% (n = 360,000); activation, % at 10 µM; AID 624168, 2012;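 active means activation of at least 8% versus controls, or a plate z-score of at least 8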;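 further: Pro5 are CHO cells carrying HIG-tagged alpha-DG that lacks glycosylation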
Glyco luc inh = increase of ERlucT glycosylation luciferase signal, primary screen, N-linked glycosylation inhibitor project, D54 ERlucT cells, luminescence, set 2; D54 ERlucT glycosylation luciferase reporter, 24 h; percent of 100 nM tunicamycin response; reporter increase, % at 12.5 µM; actives 0.23% (n = 360,000);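 active means mean luciferase reporter signal, scaled so untreated is 0 and the glycosylation-blocking control 100, at or above a set limit in every replicate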;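 further: luciferase carries N-glycosylation sites so blocking glycosylation raises the light; 0% = median of neutral control wells and 100% = median of 100 nM tunicamycin wells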
Vif imaging = HIV Vif self-association inhibitors, primary screen, imaging, HEK293T, single point. AID 602346, 2012. inhibition, % at 7.49 µM. actives 0.35% (n = 340,000). HEK293T cells, Vif self-association by quenched fluorescence, 24 h; in the data active means inhibition above about 50%, passing the limit was not always enough; further: some results filed as inactive read as strong as hits
Numbers without * were called inactive; nt = no result given; & = joins results of further samples. An unsorted share of the library, and some 3.6% of all compounds hit somewhere here.

SMILES | PDI turbidity | H9c2 protect | MC4R antag cAMP | CaV13 ICDI inh | m5-HT2A agonist | MC4R ag barr | ABCB6 inh 2 | aDG glyco up | Glyco luc inh | Vif imaging
Cc1ccc(S(=O)(=O)N2CCOCC2)cc1NC(=O)CN1C(=O)NC2(CCCC2)C1=O | 1.7 | 1.0 | -2.4 | -3.6 | 0.4 | -0.6 | 98.0 | -0.2 | 3.1 | -2.6
CC(C)NC(=O)C1CC(=O)N(C(C)c2ccccc2)C1 (stereo unspecified) | -4.3 | 4.0 | -0.5 | -3.8 | 1.1 | -2.6 | 101.0 | -0.1 | -1.3 | -10.0
COC(=O)CNC(=O)COC(=O)c1ccc(Cl)nc1 | -0.3 | 7.0 | 4.6 | -4.8 | 3.0 | -1.7 | 100.0 | -0.2 | 0.7 | -0.3
Cc1ccc([C@H]2C[C@H](n3cc(COC(=O)c4ccccc4)nn3)[C@@H](O)CN2Cc2cccs2)cc1 | 9.9 | -11.6 | 10.0 | -5.0 | -5.7 | 3.6 | 96.0 | -0.1 | -0.2 | -2.1
Cc1cc(C)c(NS(=O)(=O)c2ccccc2)c(C)n1 | -4.3 | -2.6 | -1.1 | -4.7 | 0.7 | -1.4 | 105.0 | -0.1 | 0.3 | -4.9
CSc1ccc(S(=O)(=O)N2CCC(C(=O)NCCc3ccccc3)CC2)cc1 | -2.2 | -4.0 | 4.0 | -21.4 | 1.8 | -2.4 | 97.0 | 0.0 | -1.9 | -6.0
CC1CC(Nc2ccccc2)c2ccccc2N1C(=O)c1ccccc1F (stereo unspecified) | 12.9 | -5.4 | 4.7 | -3.6 | -2.4 | 2.3 | 95.0 | 0.0 | 8.0 | -14.6
COc1cc(OC)cc(N2C(=O)CC(N3CCC(C(=O)N4CCCCC4)CC3)C2=O)c1 (stereo unspecified) | -2.8 | 7.0 | 1.7 | nt | 6.9 | -0.9 | 103.0 | -0.4 | 0.4 | 12.5
Cc1ccccc1NC(=S)N(C)Cc1cccs1 | -20.2 | 9.9 | -5.7 | 0.2 | -3.1 | 0.1 | 95.0 | 0.0 | 0.1 | 2.3
CC1CCCCN1c1nnc(N)s1 (stereo unspecified) | -2.5 | 11.6 | 14.0 | -7.2 | 4.4 | 0.1 | 104.0 | 0.0 | -0.2 | -2.9
Oc1c(C(c2cccs2)N2CCN(c3cccc(Cl)c3)CC2)sc2ncnn12 (stereo unspecified) | nt | -10.1 | 3.2 | -7.1 | -2.2 | 4.7 | 89.0 | -0.1 | -0.4 | -3.9
Cc1cc(C)cc(NS(=O)(=O)c2ccc(NC(=O)C3CCCCC3C(=O)O)cc2)c1 (stereo unspecified) | 8.5 | 1.6 | 17.0 | -1.8 | -5.5 | -0.4 | 100.0 | 0.0 | 1.6 | nt
Cc1ccc(S(=O)(=O)N2CCN(C(=O)CSc3nccn3C)CC2)cc1 | -4.9 | -0.6 | 0.0 | -1.9 | 2.9 | -0.5 | 92.0 | 0.0 | 1.0 | 0.6
Cc1cc(C)cc(C(=O)Nc2nnc(SCC(=O)N3CCCc4ccccc43)s2)c1 | -0.8 | 0.1 | 4.3 | -5.5 | -1.4 | 1.6 | 104.0 | 0.3 | -1.4 | 9.1
CCOC(=O)/C(C#N)=N/Nc1ccc(S(=O)(=O)N2CCc3ccccc32)cc1 | 1.7 | -18.1 | 1.8 | -5.8 | -4.8 | -3.2 | 94.0 | 0.2 | -3.9 | -1.0
Cn1cccc1/C=C1\SC(=S)N(NC(=O)c2ccccc2)C1=O | 1.7 | 10.8 | -3.3 | -5.7 | 3.3 | 1.3 | 102.0 | 0.1 | 2.6 | 16.2
Cc1ccccc1OCC1Cc2c(nc(N)c(C#N)c2N)O1 (stereo unspecified) | 4.5 | 18.2 | 8.5 | nt | -7.5 | 0.5 | 117.0 | 0.0 | 1.8 | -6.5
Cc1cc(NC(=O)C2CCCCC2)ccc1NC(=O)c1ccccc1Cl | -10.8 | -6.0 | 10.0 | -3.2 | 1.9 | 0.1 | 86.0 | -0.2 | 5.5 | -4.0
Cc1ccc(C(=O)CCC(=O)NC2CCCC(C)C2C)cc1 (stereo unspecified) | 8.3 | 3.2 | 2.3 | nt | 8.4 | -2.9 | 99.0 | 0.3 | nt | nt
O=C(NNC(=O)C1CCC1)c1cccc(Cl)c1 | 3.5 | 13.5 | 2.1 | -2.5 | 3.6 | 1.1 | 97.0 | -0.3 | 1.2 | 2.0
O=C(CSc1ccccc1)NCc1ccccc1 | 2.3 | -2.7 | -3.5 | -1.1 | 2.2 | 1.7 | 95.0 | -0.1 | -0.6 | -7.8
CC(C)(C)n1nc2c(c1NC(=O)Cc1ccc(F)cc1)CSC2 | 9.1 | 9.8 | 1.2 | -5.5 | 6.4 | 0.7 | 103.0 | 0.0 | -2.2 | 1.4
Cc1c(C(=O)NCc2ccco2)oc2c(Cl)cccc12 | 3.4 | 5.7 | -13.2 | -5.1 | -6.0 | -1.6 | 98.0 | 0.5 | -2.1 | -3.9
Cc1ccc(NC(=O)C2CC2c2ccccc2)c([N+](=O)[O-])c1 (stereo unspecified) | 2.9 | -1.6 | -0.1 | -5.3 | -7.4 | 0.2 | 98.0 | -0.1 | 0.0 | 32.1
Cc1ccc(NC(=O)NCc2ccc3c(c2)OCO3)cc1 | -1.0 | 1.7 | 9.3 | -8.7 | -6.2 | 1.1 | 102.0 | 0.2 | 0.5 | nt
CCCOc1ccc(C2=CC(=O)C[C@H](c3ccc(OC)cc3)C2)cc1 | 1.7 | -8.0 | -0.4 | -5.3 | -3.7 | -0.5 | 101.0 | 0.3 | 0.0 | -8.7
CC(=O)N(Cc1ccccc1)Cc1nc2sc(C)c(C)c2c(=O)[nH]1 | -1.8 | 0.9 | 2.7 | -1.9 | 3.5 | 1.1 | 99.0 | -0.4 | 1.5 | -11.6
C/C(N)=C(/C#N)C(=O)CSc1nnc(Nc2c(C)cccc2C)s1 | 9.7&-3.9 | 1.6&3.6 | 0.2&3.8 | -5.0&-4.9 | 2.4&4.2 | -2.4&-0.7 | 93.0&97.0 | 0.5&0.1 | 1.8 | -0.1
CCN(CC)C(=O)c1cn(-c2ccccc2)nc1-c1ccc2c(c1)OCCO2 | 1.6 | 4.1 | 4.1 | -5.1 | -3.6 | -2.7 | 91.0 | 0.0 | -1.1 | 12.6
CCOC(=O)C1CCCN(Cc2cn[nH]c2-c2ccc(F)cc2F)C1 (stereo unspecified) | -5.4 | -4.6 | 4.3 | -7.0 | 0.1 | -2.5 | 98.0 | 1.1 | 1.5 | -14.4
CCC(C)Sc1nnc(NC(=O)C2CCN(C(=O)c3ccco3)CC2)s1 (stereo unspecified) | 1.8 | -4.0 | -6.5 | -4.5 | 7.7 | 1.3 | 97.0 | 0.1 | -0.3 | -1.3
CCOC(=O)C1=C(C)NC(C)=C(C(=O)OCC)C1c1ccccn1 | -4.5&2.0 | -0.3&6.6 | -2.6&-1.0 | -5.9 | 1.4&-6.4 | -2.8&-1.4 | 99.0&100.0 | 0.3&0.3 | 0.5&-0.6 | -0.1
CC(Sc1ccc(Cl)cc1)C(=O)NNC(=O)c1ccncc1 (stereo unspecified) | 9.3 | 4.6 | 4.8 | -2.6 | 1.3 | -3.9 | 91.0 | -0.2 | 1.2 | 2.8
O=C(Nc1ccc2snnc2c1)N1CCSCC1 | -0.9 | 5.9 | 3.9 | -5.0 | 17.3* | -0.6 | 95.0 | -0.3 | 3.2 | -5.7
CCn1c(CNc2ccc(OC)cc2)nnc1SCC(=O)Nc1ccc(F)cc1 | -2.6 | 14.4 | -1.3 | -3.2 | 1.9 | 0.1 | 98.0 | -0.2 | -0.5 | -6.3
Nc1nc(SCc2ccccc2Cl)nc2nc3c(cc12)CCCC3 | -8.8 | -9.0 | 8.8 | -5.4 | 6.5 | 3.1 | 100.0 | 0.1 | -1.5 | 1.5
CC1(C)NC(=O)N(CC(=O)OCc2cc(=O)n3cc(Br)ccc3n2)C1=O | 0.1 | -4.3 | 21.9 | 9.6 | -0.7 | -0.8 | 95.0 | -0.1 | -1.9 | -5.6
CC(c1ccccc1)C(CC(=O)O)C(=O)NC1CCCCC1 (stereo unspecified) | nt | 1.7 | 9.1 | -1.9 | -1.3 | -0.5 | 99.0 | -0.1 | 2.0 | -3.4
Cc1cccc(C(=O)NCC(=O)OCC(=O)c2ccc(Cl)s2)c1 | 5.9 | -0.2 | 11.8 | -10.1 | -4.4 | -2.0 | 98.0 | -0.4 | -0.6 | -5.3
CC1CN(C(=S)Nc2ccc(Br)cc2Cl)CC(C)O1 (stereo unspecified) | -1.7 | -2.6 | 1.9 | -6.8 | 3.5 | 1.2 | 91.0 | 0.1 | 1.6 | 17.0

Part of the list above, with values under each structure.
Second line of a record: PDI turbidity	H9c2 protect	MC4R antag cAMP	CaV13 ICDI inh	m5-HT2A agonist	MC4R ag barr	ABCB6 inh 2	aDG glyco up	Glyco luc inh	Vif imaging
C/C(N)=C(/C#N)C(=O)CSc1nnc(Nc2c(C)cccc2C)s1
  9.7&-3.9	1.6&3.6	0.2&3.8	-5.0&-4.9	2.4&4.2	-2.4&-0.7	93.0&97.0	0.5&0.1	1.8	-0.1
CCN(CC)C(=O)c1cn(-c2ccccc2)nc1-c1ccc2c(c1)OCCO2
  1.6	4.1	4.1	-5.1	-3.6	-2.7	91.0	0.0	-1.1	12.6

Record cards, from the list above.
CCOC(=O)C1CCCN(Cc2cn[nH]c2-c2ccc(F)cc2F)C1 (stereo unspecified) is listed with PDI turbidity = -5.4; H9c2 protect = -4.6; MC4R antag cAMP = 4.3; CaV13 ICDI inh = -7.0; m5-HT2A agonist = 0.1; MC4R ag barr = -2.5; ABCB6 inh 2 = 98.0; aDG glyco up = 1.1; Glyco luc inh = 1.5; Vif imaging = -14.4
CC1CN(C(=S)Nc2ccc(Br)cc2Cl)CC(C)O1 (stereo unspecified) is listed with PDI turbidity = -1.7; H9c2 protect = -2.6; MC4R antag cAMP = 1.9; CaV13 ICDI inh = -6.8; m5-HT2A agonist = 3.5; MC4R ag barr = 1.2; ABCB6 inh 2 = 91.0; aDG glyco up = 0.1; Glyco luc inh = 1.6; Vif imaging = 17.0
